Screening results from PubChem BioAssay.
AID2073: inhibitors of Mint1-CaV2.2 protein interaction, biochemical, HTRF (AID 2073); HTRF protein-protein interaction, Mint1-CaV2.2; higher % means a stronger effect; one-dose inhibition, % at 20 µM; IC50 in µM for titrated hits; actives 0.19% (n = 290,000); in the data active means inhibition mostly above about 51%, no sharp cut-off; inconclusive means no clear call, values can overlap the other calls; inactive means mostly below about 53%; further: some results filed as inactive read as strong as hits
GPR55 antagonists: inhibition of LPI-stimulated GPR55 beta-arrestin translocation – imaging, U2OS, beta-arrestin-GFP, LPI agonist, primary screen (AID 2013) | U2OS GPR55 beta-arrestin-GFP translocation imaging, LPI antagonism; higher % means a stronger effect | one-dose inhibition, % at 10 µM; IC50 in µM for titrated hits | actives 0.13% (n = 290,000);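 active means spots per cell inhibited over 60%, with over 100 cells counted and total cytoplasm intensity under 500,000; inconclusive means wells with under 100 cells, flagged as likely toxic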;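 further: U2OS cells stably carrying GPR55 and arrestin-GFP stimulated by 5 µM LPI near EC80; imaged beta-arrestin-GFP aggregate spots per cell after agonist stimulation; plate controls were LPI-stimulated DMSO wells for no effect and DMSO wells without LPI for full effect; some results filed as inactive read as strong as hits; confirmed hits need IC50 under 10 µM and bright autofluorescent wells are also inconclusive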
GPR55 activation: GPR55 agonists via beta-arrestin recruitment, primary screen, imaging, U2OS cells, beta-arrestin-GFP redistribution (AID 1961) | one-dose activation, % at 10 µM; EC50 in µM for titrated hits | U2OS GPR55 beta-arrestin-GFP redistribution imaging; higher % means a stronger effect | actives 0.048% (n = 290,000);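 active means activation above 40% with more than 50 cells counted in the well; inconclusive means wells holding fewer than 50 cells, flagged as toxic or sparse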;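 further: U2OS osteosarcoma cells stably expressing GPR55 and beta-arrestin-GFP; plate controls were DMSO negative control for no effect and LPI positive control for full effect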
KOR beta-arrestin-1: KOR antagonists, beta-arrestin recruitment, cell-based, luminescence, uHTS (AID 1778) | inhibition, % at 10 µM, or IC50 in µM where a hit was titrated | KOR beta-arrestin recruitment, luminescence, antagonist mode; higher % means a stronger effect | actives 0.091% (n = 290,000); in the data active means inhibition above about 50%; further: strong numbers were not always called active
NOD1 NF-kB reporter: inhibition of NOD1-driven NF-kB reporter – cell-based, luminescence, uHTS, primary screen (AID 1578); NOD1-driven NF-kB luciferase reporter cells, luminescence; higher % means a stronger effect; one-dose inhibition, % at 4 µM; EC50 in µM for titrated hits; actives 1% (n = 290,000); in the data active means inhibition mostly above about 36%, no sharp cut-off; inactive means mostly below about 34%;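 further: HEK-293T reporter cells stimulated with the NOD1 agonist gamma-tri-DAP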
KOR beta-arrestin-2: kappa opioid receptor activators – cell-based, luminescence, uHTS, primary screen (AID 1777) | KOR beta-arrestin recruitment, luminescence; higher % means a stronger effect | one-dose activation, % at 10 µM; EC50 in µM for titrated hits | actives 0.02% (n = 280,000); in the data active means activation above about 50%, passing the limit was not always enough; further: a part of the inactive calls stands beside numbers as strong as those of hits
HIV peptide binding: inhibitors of HIV fusion peptide binding, primary screen, biochemical, uHTS, fluorescence dequenching (AID 1986) | cell-free peptide binding, fluorescence dequenching, 30 min; higher % means a stronger effect | inhibition, % at 20 µM, or IC50 in µM where a hit was titrated | actives 0.3% (n = 290,000); in the data active means inhibition mostly above about 52%, no sharp cut-off; inactive means mostly below about 76%; further: some results filed as inactive read as strong as hits
Siah-1 displacement: Siah-1 peptide-binding antagonists, primary screen, biochemical, fluorescence polarization, rhodamine-plectin, uHTS (AID 1817); one-dose displacement, % at 20 µM; IC50 in µM for titrated hits; Siah-1 / rhodamine-plectin peptide fluorescence polarization; higher % means a stronger effect; actives 0.02% (n = 290,000);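 active means displacement of at least 50% at 20 µM, with a fluorescence ratio check between 0.3 and a set limit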;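 further: plate controls were Siah plus tracer with DMSO for no effect and tracer alone without Siah for full effect; strong numbers were not always called active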
GPR35 arrestin U2OS: GPR35 antagonists blocking zaprinast-driven arrestin recruitment, primary screen, imaging, U2OS, beta-arrestin-GFP, zaprinast agonist (AID 2058); inhibition, % at 10 µM, or IC50 in µM where a hit was titrated; U2OS GPR35 beta-arrestin-GFP translocation imaging, zaprinast antagonism; higher % means a stronger effect; actives 0.052% (n = 290,000);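 active means inhibition of at least 50% with at least 30 cells and total cytoplasm GFP at most 10,000,000; inconclusive means under 30 cells or total GFP of 10,000,000 plus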
* marks the source's active call; other numbers are inactive results; ? = inconclusive; · = no result given; [ ] = remark or other dose. Some of the compounds tested (hit frequency here may not be typical).

SMILES	AID2073	GPR55 antagonists	GPR55 activation	KOR beta-arrestin-1	NOD1 NF-kB reporter	KOR beta-arrestin-2	HIV peptide binding	Siah-1 displacement	GPR35 arrestin U2OS
COc1ccc(S(=O)(=O)Cc2ccc(C(=O)O)o2)cc1	29%	8%	0.3%	8%	-13%	-1.6%	2.3%	6%	17%
COc1ccc(NC(C)C(=O)Nc2cc(C(F)(F)F)ccc2N2CCOCC2)c(OC)c1 (configuration not stated)	-13%	8%	0.0%	-1%	-9%	11%	0.4%	4%	-12%
Cc1cc(C)n(-c2ccc(S(N)(=O)=O)cc2[N+](=O)[O-])n1	-4%	8%	0.5%	-12%	-21%	-0.6%	-0.3%	-3%	-10%
Cc1cc(C(F)(F)F)nc(SCC(=O)Nc2c(C)n(C)n(-c3ccccc3)c2=O)n1	0%	8%	-0.2%	-19%	-26%	-5.5%	0.5%	-2%	-13%
NC1=NC(=Nc2cccc(Cl)c2)c2ccccc21	6%	12%	-0.4%	·	28%	-0.7%	-1.6%	0%	8%
COc1cccc(-c2nn[nH]n2)c1O	4%	-8%	-0.2%	1%	-28%	0.3%	19%	-4%	-28%
O=C(CSc1nnc(-c2ccncc2)n1Cc1ccco1)Nc1nc(-c2ccccc2)cs1	-4%	-11%	-0.2%	-14%	14%	-0.9%	0.7%	6%	8%
COc1cc(Cc2nccc3cc(OC)c(OC)cc23)c(NC(C)=O)cc1OC	13%	7%	-0.4%	-44%[20 µM]	-4%	1.8%	0.2%	0%	-7%
COC(=O)C1=C(C)N(Cc2ccccc2)C(=NCc2ccccc2)N[C@H]1c1cccc(F)c1	2%	1.2µM*	0.0%	-117%[20 µM]	-21%	-0.9%	0.6%	-3%	-1%
CC(Oc1ccc2c3c(c(=O)oc2c1)CCCC3)C(=O)NC1CC(C)(C)NC(C)(C)C1 (configuration not stated)	3%	8%	0.9%	-13%	-6%	-2.0%	2.6%	27%	6%
CNc1nc(-c2c(C)[nH]c3ccc(OC)cc23)cs1	-11%	0%	0.0%	9%	7%	-3.2%	-0.9%	-7%	9%
Nc1c(C(=O)NCc2ccc(Cl)cc2)sc2nc3c(c(C(F)(F)F)c12)CCC3	24%	12%	-0.2%	-17%	-33%	4.0%	1.2%	-1%	-4%
Cc1c(NC(=O)CSc2nnc(-c3ccco3)n2-c2ccccc2)c(=O)n(-c2ccccc2)n1C	9%	10%	0.1%	-3%	-10%	-1.5%	-2.2%	0%	-7%
O=C(Nc1cc(S(=O)(=O)N2CCOCC2)ccc1N1CCOCC1)c1ccc(S(=O)(=O)N2CCCCC2)cc1	55%	4%	-0.6%	-27%	12%	3.0%	-0.4%	-9%	-24%
Cc1ccc2nc(N(CCCN(C)C)C(=O)c3cc(-c4cccs4)nc4ccccc34)sc2c1	24%	4%	0.3%	2%	-32%	1.9%	1.2%	-1%	-5%
CC1(C)OC(=O)C(=CNCCc2ccc(O)cc2)C(=O)O1	?	4%	-0.3%	45%	-10%	-5.5%	-1.5%	-7%	2%
Cc1ccc(C(=O)N/C(=C/c2cccc([N+](=O)[O-])c2)C(=O)NC(C)C)cc1	6%	11%	-0.1%	-6%	-2%	1.8%	-0.8%	5%	14%
CCOc1nc2cnccc2n(CC(=O)Nc2ccccc2F)c1=O	4%	4%	-0.2%	-2%	-18%	-0.7%	0.1%	3%	-12%
CN(Cc1ccccc1)C(=O)COC(=O)c1ccc2c(c1)OCO2	42%	2%	0.1%	-4%	-17%	-0.3%	3.1%	0%	7%
CC(=O)Nc1ccc(NC(=O)CSc2nnnn2-c2ccc3c(c2)OCCO3)cc1	0%	26%	-0.1%	-38%	-8%	3.3%	-1.2%	-2%	-8%
Cc1cccc(N2C(=O)CS/C2=N\NC(=O)c2ccc(Cl)cc2)c1C	9%	-4%	-0.5%	-11%	-29%	-2.5%	-0.4%	19%	-4%
CCOC(=O)c1ccc(N/C=C/C(=O)c2ccc(OC)cc2)cc1	28%	10%	-0.1%	-31%	3%	14%	-0.7%	5%	9%
Nc1cc2c(cc1[N+](=O)[O-])OCCOCCOCCO2	2%	10%	0.0%	12%[20 µM]	-24%	-5.4%	-0.3%	-4%	-6%
CCN(CC)CCNCC(=O)Nc1ccc(Oc2ccccc2)cc1	-16%	-1%	0.0%	5%	9%	0.9%	0.7%	2%	1%
Cc1ncccc1C(=O)N1CCCC(CCC(=O)N2CCN(c3ccccn3)CC2)C1 (configuration not stated)	0%	-3%	-0.1%	1%	-17%	-1.1%	-0.6%	-3%	7%

Some of the entries so far, with two lines to a compound:
The line under a structure holds: AID2073, GPR55 antagonists, GPR55 activation, KOR beta-arrestin-1, NOD1 NF-kB reporter, KOR beta-arrestin-2, HIV peptide binding, Siah-1 displacement, GPR35 arrestin U2OS
O=C(Nc1cc(S(=O)(=O)N2CCOCC2)ccc1N1CCOCC1)c1ccc(S(=O)(=O)N2CCCCC2)cc1
→ 55%, 4%, -0.6%, -27%, 12%, 3.0%, -0.4%, -9%, -24%
Cc1ccc2nc(N(CCCN(C)C)C(=O)c3cc(-c4cccs4)nc4ccccc34)sc2c1
→ 24%, 4%, 0.3%, 2%, -32%, 1.9%, 1.2%, -1%, -5%
CC1(C)OC(=O)C(=CNCCc2ccc(O)cc2)C(=O)O1
→ ?, 4%, -0.3%, 45%, -10%, -5.5%, -1.5%, -7%, 2%
Cc1ccc(C(=O)N/C(=C/c2cccc([N+](=O)[O-])c2)C(=O)NC(C)C)cc1
→ 6%, 11%, -0.1%, -6%, -2%, 1.8%, -0.8%, 5%, 14%
CCOc1nc2cnccc2n(CC(=O)Nc2ccccc2F)c1=O
→ 4%, 4%, -0.2%, -2%, -18%, -0.7%, 0.1%, 3%, -12%
CN(Cc1ccccc1)C(=O)COC(=O)c1ccc2c(c1)OCO2
→ 42%, 2%, 0.1%, -4%, -17%, -0.3%, 3.1%, 0%, 7%

More records follow:
SMILES	AID2073	GPR55 antagonists	GPR55 activation	KOR beta-arrestin-1	NOD1 NF-kB reporter	KOR beta-arrestin-2	HIV peptide binding	Siah-1 displacement	GPR35 arrestin U2OS
COc1ccc(Cc2nnc(NC(=O)Nc3ccccc3F)s2)cc1OC	2%	1%	-0.1%	-17%	2%	-4.8%	-1.1%	-1%	-5%
COc1ccc(S(=O)(=O)N2CCCCCC2)cc1N(C)S(=O)(=O)c1ccccc1	-1%	8%	-0.1%	3%	33%	-0.6%	0.1%	-1%	-3%
Cc1occc1C(=O)Nc1c(F)cc(F)cc1Br	-2%	-11%	0.1%	-28%	24%	-0.5%	-1.1%	-6%	9%
COc1cccc(CNC(=O)CCC2CCCN(C(=O)c3ccoc3)C2)c1 (configuration not stated)	22%	10%	0.6%	-9%	-1%	-9.1%	0.2%	4%	10%
Cc1ccc(S(=O)(=O)Nc2nc(C)cc(NN)n2)cc1	18%	0%	-0.1%	14%	-9%	2.1%	-1.4%	2%	6%
O=C(N/N=C/c1ccc(F)cc1)c1ccncc1	4%	-1%	0.0%	-12%[20 µM]	-3%	-5.6%	-1.1%	-3%	8%
Cc1cc(O)c(C(C)C)cc1NC(=O)Nc1cccc2ccccc12	6%	-6%	0.3%	4%	-1%	4.8%	-0.8%	1%	4%
CCOc1ccc(S(=O)(=O)N(CC(=O)NC2CCCCC2C)Cc2ccco2)cc1 (configuration not stated)	4%	2%	-0.2%	·	-7%	0.3%	3.6%	-2%	1%
COc1ccc(CNC(=O)C(=O)NCC2OCCCN2S(=O)(=O)c2cccs2)cc1 (configuration not stated)	13%	10%	-0.1%	8%	0%	-2.9%	0.8%	0%	10%
CCC(C)(C)NC(=O)C(NS(=O)(=O)c1cccs1)c1ccccc1 (configuration not stated)	7%	0%	0.0%	-7%	-5%	2.3%	1.2%	-5%	-1%
CS(=O)(=O)N1CCCC(C(=O)NCc2ccccn2)C1 (configuration not stated)	-4%	-6%	0.0%	7%	-12%	0.4%	-0.8%	-1%	0%
COc1ccc(C2NC(=O)NC(O)(C(F)(F)F)C2C(=O)c2ccc(C)cc2)cc1 (configuration not stated)	-2%	13%	0.2%	-13%	6%	8.6%	-0.9%	-1%	6%
CCOc1ccc(NC(=O)CSc2nnc(Cn3cnc([N+](=O)[O-])n3)n2CC)cc1	1%	0%	0.6%	21%	-28%	-5.9%	1.6%	-4%	5%
CC1=C(C(=O)O)N2C(=O)C(NC(=O)c3nn(C)c(C)c3Cl)C2SC1 (configuration not stated)	9.8µM*	-6%	-0.4%	-20%	-14%	11%	9.5%	1%	-8%
CN(C(=O)c1ccc(Cl)cc1)C1=CCCCC1CCC#N (configuration not stated)	?	10%	0.6%	18%	0%	-0.6%	1.5%	-2%	4%
CCn1ccnc1CN(C)Cc1nc(-c2cccc(Cl)c2)no1	-1%	-6%	-0.2%	-41%	-53%	1.6%	-0.2%	8%	10%
O=C(CNC(=O)c1ccccc1)OCC(=O)c1ccccc1Cl	6%	5%	0.7%	-9%	4%	1.6%	0.2%	0%	11%
CCCCSc1nc2sc3c(c2c(=O)n1-c1ccc(C)cc1)CCN(C)C3	8%	11%	0.4%	-15%	-2%	-0.3%	3.0%	-1%	-13%
Cc1cnn(-c2cc(N/N=C/c3cccc(F)c3)ncn2)c1	19%	-10%	-0.2%	26%	-13%	-2.2%	3.6%	3%	-6%
N=c1sc2ccccc2n1-c1ccccc1	-28%	9%	-0.1%	-15%	9%	-1.0%	3.0%	1%	-18%

Among those listed so far, 2 have an NH in an aromatic ring:
SMILES	AID2073	GPR55 antagonists	GPR55 activation	KOR beta-arrestin-1	NOD1 NF-kB reporter	KOR beta-arrestin-2	HIV peptide binding	Siah-1 displacement	GPR35 arrestin U2OS
COc1cccc(-c2nn[nH]n2)c1O	4%	-8%	-0.2%	1%	-28%	0.3%	19%	-4%	-28%
CNc1nc(-c2c(C)[nH]c3ccc(OC)cc23)cs1	-11%	0%	0.0%	9%	7%	-3.2%	-0.9%	-7%	9%
